# High-throughput results as filed in PubChem.
# A3G deaminase – inhibitors of human APOBEC3G DNA deaminase | Q9HC16 | hit rate 0.28% among 330,000 | recombinant A3G, ssDNA deamination FAM/TAMRA fluorescence | inhibition, % at 20 µM;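 active = inhibition of at least 40% at 20 µM, with no more than 30% in the related APOBEC3A deaminase screen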;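 note: plate controls were DMSO wells with A3G for no effect and wells lacking A3G enzyme for full effect; some compounds called inactive have numbers as strong as hits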
# Target sequence (Q9HC16 whole entry, looked up): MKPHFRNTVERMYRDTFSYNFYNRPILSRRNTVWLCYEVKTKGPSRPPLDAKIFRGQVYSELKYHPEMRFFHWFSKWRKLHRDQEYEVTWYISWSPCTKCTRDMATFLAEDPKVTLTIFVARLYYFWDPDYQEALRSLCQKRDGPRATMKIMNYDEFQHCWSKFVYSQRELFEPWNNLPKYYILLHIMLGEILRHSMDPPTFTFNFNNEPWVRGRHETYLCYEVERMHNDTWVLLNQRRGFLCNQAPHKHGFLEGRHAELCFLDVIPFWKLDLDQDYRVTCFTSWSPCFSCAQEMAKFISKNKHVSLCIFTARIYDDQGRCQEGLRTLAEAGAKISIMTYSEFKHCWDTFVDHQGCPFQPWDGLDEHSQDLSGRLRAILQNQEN
# CXCR6 block – inhibitors of human CXCR6 receptor; O00574; inhibition, % at 20 µM; AID 602244; hit rate 0.36% among 360,000; CHO-K1 PathHunter CXCR6 beta-arrestin, luminescence; in the data active = inhibition above about 34%, passing the limit was not always enough;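 note: antagonist mode with CXCL16 agonist at 10 nM final; 0% = 10 nM CXCL16 with DMSO and 100% = unstimulated wells without agonist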
# Target sequence (O00574 whole entry, looked up): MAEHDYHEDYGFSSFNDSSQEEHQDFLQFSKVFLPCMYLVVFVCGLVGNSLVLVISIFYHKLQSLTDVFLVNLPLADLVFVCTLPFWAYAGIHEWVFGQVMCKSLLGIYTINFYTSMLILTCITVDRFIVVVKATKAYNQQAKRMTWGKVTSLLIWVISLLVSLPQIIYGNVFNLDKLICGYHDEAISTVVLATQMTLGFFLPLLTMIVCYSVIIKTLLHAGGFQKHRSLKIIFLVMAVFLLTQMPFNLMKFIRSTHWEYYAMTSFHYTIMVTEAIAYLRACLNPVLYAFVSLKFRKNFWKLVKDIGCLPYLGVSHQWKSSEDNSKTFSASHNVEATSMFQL
# CCR6 antag – antagonists of human CCR6 receptor. CHO-K1 CCR6 PathHunter beta-arrestin, luminescence, CCL20-stimulated. inhibition, % at 20 µM. hit rate 0.49% among 340,000;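 active = compounds whose inhibition of the agonist-driven luminescence signal at 20 µM reaches about 50%, limit read from the data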;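 note: cells stimulated with CCL20 at 14 nM final; plate controls were DMSO with CCL20 for no effect and DMSO without agonist for full effect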
# Target sequence (P51684 whole entry, looked up): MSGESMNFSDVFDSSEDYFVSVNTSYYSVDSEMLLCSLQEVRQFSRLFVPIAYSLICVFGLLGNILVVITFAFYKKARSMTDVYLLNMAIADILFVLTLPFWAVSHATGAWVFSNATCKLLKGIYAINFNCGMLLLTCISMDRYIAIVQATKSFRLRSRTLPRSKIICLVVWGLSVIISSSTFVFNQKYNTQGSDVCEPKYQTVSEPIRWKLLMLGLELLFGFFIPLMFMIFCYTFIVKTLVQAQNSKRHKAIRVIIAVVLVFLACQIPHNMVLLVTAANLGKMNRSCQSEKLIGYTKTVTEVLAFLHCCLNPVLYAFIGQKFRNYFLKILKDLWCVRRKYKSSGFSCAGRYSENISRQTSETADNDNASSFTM
# MPTP block – inhibitors of mitochondrial permeability transition pore. AID 602449. inhibition, % at 10 µM. hit rate 1.4% among 360,000. isolated mouse mitochondria, Ca2+ swelling absorbance, 30 min;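 active = inhibition of 50% or more, scaled per plate between neutral and stimulator controls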;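 note: 0% = DMSO wells given calcium and 100% = 1 mM EGTA wells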
# NR3A LBD binder – modulates the human NR3A ligand-binding domain. Tm shift relative to glycine control, % at 25 µM. NR3A LBD differential scanning fluorimetry, Tm shift; 0% = protein alone, 100% = glycine-bound protein. hit rate 2.5% among 340,000;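 active = melting temperature shift of at least 10% of the positive control shift, at one fixed dose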
# Gli-Sufu antag – blocks Gli-Sufu signaling in a luciferase reporter; AID 588413; hit rate 0.74% among 340,000; inhibition, % at 5 µM; Sufu-KO-LIGHT fibroblasts, Gli luciferase reporter luminescence;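 active = inhibition above about 55%, limit read from the data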;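 note: 0% = DMSO-treated cells and 100% = wells with medium but no cells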
# A3A deaminase – human APOBEC3A DNA deaminase inhibition; AID 493011; P31941; inhibition, % at 20 µM; hit rate 0.41% among 330,000; recombinant A3A, FAM/TAMRA ssDNA deamination fluorescence;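 active = at least 40% inhibition at 20 µM here, with at most 30% in a related deaminase screen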;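 note: plate controls were A3A with DMSO for no effect and wells lacking A3A enzyme for full effect; some results filed as inactive read as strong as hits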
# EBI2 block – blocks human EBI2 receptor beta-arrestin signaling; inhibition, % at 5 µM; EBI2 beta-arrestin recruitment, luminescence, 7a,25-OHC stimulated; AID 651636; hit rate 0.81% among 360,000; in the data active = inhibition above about 38%;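 note: enzyme fragment complementation signal reports receptor beta-arrestin coupling in cells; 0% = agonist plus DMSO wells and 100% = wells without agonist; some results beyond the cut were filed as inactive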
# The depositor's hits bear a star; · = not tested or not shown.
item	mol	A3G deaminase	CXCR6 block	CCR6 antag	MPTP block
1	O=C(NCCNC(=O)c1cc(OCC(F)(F)F)ccc1OCC(F)(F)F)Nc1ccc(Cl)cc1	1	·	9	·
2	Cc1noc(C(=O)Nc2c(C)n(C)n(-c3ccccc3)c2=O)c1Cl	-6	6	4	-0.1
3	COc1cccc(CNCCc2c[nH]c3ccccc23)c1OCc1ccc(F)cc1	-5	-26	2	32
4	COc1ccc(-c2c(C#N)c(SCC(N)=O)nc3c2CCCC3)cc1	-1	6	10	-1.4
5	CC(CN1CCCC1)OC(=O)Cc1ccc(Cl)cc1 (centres undefined)	-1	4	10	0.0
6	Oc1ccc(Cl)cc1C=NCCc1ccccc1	-1	4	-3	8.2
7	CCC[C@@H](CN1CCC[C@H]1CN1C(N)=NC[C@H]1C(C)C)N1C[C@@H]([C@H](C)CC)N(CCCC2CCCC2)C1=N	0	-6	5	0.1
8	O=C(NC1CCCC1)C(c1ccc(O)cc1)N(CC1CCCO1)C(=O)C1COc2ccccc2O1 (centres undefined)	-6	6	-8	-0.6
9	CCN(CC)S(=O)(=O)c1ccc(NC(=O)c2cc(C(=O)OC)cc([N+](=O)[O-])c2)cc1	3	-4	18	28
10	CC(C)CN(CC(C)C)CC(O)COc1ccc([N+](=O)[O-])cc1 (centres undefined)	1	2	29	29

item	NR3A LBD binder	Gli-Sufu antag	A3A deaminase	EBI2 block
1	0	4	6	·
2	-1	3	-3	-8
3	1	-2	-4	5
4	1	-1	0	19
5	0	-11	0	5
6	1	-13	0	-23
7	0	-5	4	-5
8	1	0	-3	4
9	3	1	2	1
10	-1	7	2	7

# New compounds follow
item	mol	A3G deaminase	CXCR6 block	CCR6 antag	MPTP block
11	O=C(CSc1nc(-c2ccccc2)ns1)NCC1CCCO1 (centres undefined)	17	6	17	-1.6
12	CCCCN1CC(=O)N2[C@H](c3ccc(OC)cc3)[C@@H]3C(=O)N(CC)C(=O)[C@@H]3[C@]2(C)C1=O	4	-7	-4	0.6
13	Cc1ccc(NC(=O)[C@H](Cc2c[nH]c3ccccc23)NC(=O)[C@@H]2Cc3ccccc3CN2)c(C)c1	-10	11	-1	5.2
14	Cc1ccc(C(CNC(=O)Nc2cccc(C)c2)N2CCN(C)CC2)cc1 (centres undefined)	22	0	8	-1.5
15	O=C(O)CCCN=C1CCCc2ccccc2N1	-10	9	13	-0.5
16	Cc1ccc(S(=O)(=O)n2ccnc2)cc1C	-2	-5	1	-1.6
17	Cc1ccsc1C(=O)NNC(=O)c1csc(N2CCOCC2)n1	-9	-7	2	-0.5
18	CCOC(=O)NCc1ccccc1	-6	-10	-2	-1.3
19	CCOc1ccc(C(=O)OC2CCN(C)CC2)cc1	-10	-1	0	-1.1
20	C=CCNC(=O)c1ccc(N(C)S(=O)(=O)c2ccc(OC)cc2)cc1	-3	-6	11	-1.6

item	NR3A LBD binder	Gli-Sufu antag	A3A deaminase	EBI2 block
11	1	-31	1	-5
12	-2	0	1	3
13	-6	-3	-5	0
14	-4	44	4	-5
15	-1	2	-5	5
16	-1	-5	0	-5
17	-2	-3	-2	-6
18	-5	3	0	2
19	-2	-2	-2	8
20	10	-1	3	-2

# The results go on.
item	mol	A3G deaminase	CXCR6 block	CCR6 antag	MPTP block
21	COc1ccccc1/C=C/C(=O)NCc1cccnc1	0	4	-9	-0.6
22	CCOc1ccccc1N(C(=O)c1ccco1)C(C(=O)NC1CCCC1)c1cccs1 (centres undefined)	-8	4	16	-0.6
23	O=C(COc1ccc(C(=S)N2CCOCC2)cc1)N1CCOCC1	3	-2	14	0.1
24	Cc1c(NC(=O)C(C)OC(=O)/C=C/c2ccc(OC(F)F)cc2)c(=O)n(-c2ccccc2)n1C (centres undefined)	-9	-10	1	-1.2
25	COc1cc(C(=O)NCc2nnc(SCC(=O)NCc3ccccc3)o2)cc(OC)c1OC	-3	-5	5	0.6
26	COc1ccccc1C(=O)Nc1ccc(C)cc1C(=O)c1ccccc1	-9	13	28	-0.1
27	COc1ccc(CCC(=O)Nc2cc(Cl)ccc2N2CCN(C)CC2)cc1	-4	·	4	·
28	CCCOc1ccc(C2CC(=O)Nc3cc(OC)c(OC)cc32)cc1 (centres undefined)	-5	-4	5	-0.4
29	CCC(CC)C(=O)N1CCN(c2cccc(C)c2C)CC1	-3	6	-4	1.5
30	Cc1nc2ccccc2c(C)c1CC(=O)N(CC(C)C)c1c(N)n(Cc2ccccc2)c(=O)[nH]c1=O	-2	5	7	-0.1

item	NR3A LBD binder	Gli-Sufu antag	A3A deaminase	EBI2 block
21	0	-5	-1	5
22	0	2	1	0
23	1	-10	-1	-3
24	0	-17	-3	-7
25	-1	-10	17	-7
26	1	-6	-4	-2
27	2	5	6	·
28	-2	15	-5	-11
29	-1	-4	1	5
30	-3	10	0	-1

# Looked up by compound from the list above:
item	mol	A3G deaminase	CXCR6 block	CCR6 antag	MPTP block
10	CC(C)CN(CC(C)C)CC(O)COc1ccc([N+](=O)[O-])cc1 (centres undefined)	1	2	29	29
12	CCCCN1CC(=O)N2[C@H](c3ccc(OC)cc3)[C@@H]3C(=O)N(CC)C(=O)[C@@H]3[C@]2(C)C1=O	4	-7	-4	0.6
4	COc1ccc(-c2c(C#N)c(SCC(N)=O)nc3c2CCCC3)cc1	-1	6	10	-1.4

item	NR3A LBD binder	Gli-Sufu antag	A3A deaminase	EBI2 block
10	-1	7	2	7
12	-2	0	1	3
4	1	-1	0	19

# Further structures
item	mol	A3G deaminase	CXCR6 block	CCR6 antag	MPTP block
31	CCOC(=O)C1=C(Cn2cnc3ccccc32)NC(=O)NC1c1cc(C)ccc1C (centres undefined)	-6	9	13	0.0
32	O=C1C=C(c2cccc(O)c2)CCC1	-8	4	6	-1.4
33	COc1ccc(-c2nnc3sc(COc4ccccc4)nn23)cc1	-3	6	4	9.6
34	Cc1ccc(/C=N/NC(=O)CSc2nc3ccccc3s2)o1	2	-4	11	0.2
35	O=C(c1ccc2c(c1)OCO2)N1CCCC1	0	2	-6	0.1
36	COC(=O)c1cc(-c2ccc(NC(C)=O)cc2)nc2ccccc12	-1	-3	10	1.4
37	CC(C)C(O)(C(=O)NNc1ccccc1)C(C)C	-2	-14	0	2.8
38	O=C(O)c1cc(S(=O)(=O)NCCCN2CCCC2=O)ccc1Cl	-2	-3	4	-0.3
39	CCOc1ccc(S(=O)(=O)Nc2ccccc2C(=O)N2CCOCC2)cc1	-5	0	9	0.4
40	Cc1c(CCC(=O)NCCCn2ccnc2)c(=O)oc2cc3oc4c(c3cc12)CCCC4	-6	0	1	-1.4

item	NR3A LBD binder	Gli-Sufu antag	A3A deaminase	EBI2 block
31	-3	10	0	-42
32	3	-8	1	3
33	2	-2	-3	-1
34	-5	1	6	-1
35	-1	-10	-1	-3
36	2	-8	-2	-5
37	0	8	1	5
38	2	7	4	-4
39	-4	7	0	-17
40	-3	16	-3	5

# Remaining list, next part.
item	mol	A3G deaminase	CXCR6 block	CCR6 antag	MPTP block
41	Cc1cc(S(=O)(=O)N2CCOCC2)ccc1OCC(=O)Nc1ccc(F)cc1	-7	-1	-7	0.7
42	CC(CCc1ccccc1)NC(=S)NC(=O)c1ccco1 (centres undefined)	-8	12	0	-0.2
43	Cc1cccn2c(=O)nc(SCC(=O)N3CCCCCC3)nc12	-3	-3	0	-2.9
44	Cc1ccc(S(=O)(=O)NCC(=O)OCC(=O)c2ccc(Br)s2)cc1	-5	1	16	-1.2
45	CCOc1c(Cl)cc(CNCC(C)C)cc1Cl	-7	-2	6	-0.1
46	COc1ccc(/C=N/NC(=O)c2ccc(Cl)c(S(N)(=O)=O)c2)cc1OCC(N)=O	-5	-9	-7	-1.1
47	Cc1ccc(NC(=O)c2ccc([N+](=O)[O-])o2)cc1C	3	-4	-1	0.4
48	COC(=O)C1=C(N)Oc2cc(C)n(Cc3ccco3)c(=O)c2C1c1cccc(Cl)c1 (centres undefined)	1	14	14	-1.0
49	CCOc1ccc(/C=C2\SC(=S)N(CC(=O)Nc3ccccn3)C2=O)cc1	0	10	-1	2.7
50	O=C1OCC/C1=C\c1ccccc1	-4	-2	4	-0.2

item	NR3A LBD binder	Gli-Sufu antag	A3A deaminase	EBI2 block
41	0	-1	-4	4
42	1	0	-3	1
43	·	31	-2	-6
44	-3	7	-1	1
45	-1	-2	-2	-17
46	-1	3	5	-2
47	-1	5	1	5
48	-1	-7	-1	-1
49	-1	-10	2	-12
50	0	-15	-2	-9

# Entries by screen from the list:
# Entries 41–50 in NR3A LBD binder, in turn: 0, 1, ·, -3, -1, -1, -1, -1, -1, 0
# Entries 41–50 in EBI2 block, in turn: 4, 1, -6, 1, -17, -2, 5, -1, -12, -9

# (more compounds)
item	mol	A3G deaminase	CXCR6 block	CCR6 antag	MPTP block
51	N#CCCN(C(=O)Nc1ccc(Cl)c(Cl)c1)c1ccccc1	3	1	13	97*
52	Oc1ccccc1-c1nc(N2CCN(Cc3ccccc3)CC2)c2ccccc2n1	-3	10	13	3.7
53	CCn1c(SCC(=O)NCc2ccc3c(c2)OCO3)nnc1-c1c[nH]c2ccccc12	-10	6	-7	-4.4
54	O=C(c1cc([N+](=O)[O-])ccc1N1CCCCC1)N1CCCC1	-4	3	9	-0.6
55	Cc1c(Cl)cccc1NC(=S)NC1CCN(C(C)C)CC1	-8	1	-3	-0.6
56	C=C(C)Cn1c(=O)c2c(nc3n2CC(C)CN3Cc2ccccc2)n(C)c1=O (centres undefined)	1	15	26	-0.3
57	OC(CNCc1ccccc1)COCc1ccc(Cl)cc1 (centres undefined)	-8	-1	-8	-3.5
58	NC(=S)Nn1c(CCC(=O)O)ccc1-c1ccccc1	-1	2	4	-1.2
59	Cc1ccccc1OCC(O)Cn1c2ccccc2c2ccccc21 (centres undefined)	0	-2	7	7.8
60	S=C(Nc1ccc(Cl)c(Cl)c1)NN1CCOCC1	-3	1	7	-0.2

item	NR3A LBD binder	Gli-Sufu antag	A3A deaminase	EBI2 block
51	-3	3	3	7
52	-9	14	-2	19
53	1	-3	-2	-1
54	-2	-3	-2	-3
55	-1	7	-4	3
56	0	-6	-2	16
57	-1	7	-4	-7
58	-1	-7	-1	0
59	9	-1	0	9
60	1	-2	0	-9

# The results go on:
item	mol	A3G deaminase	CXCR6 block	CCR6 antag	MPTP block
61	O=C(CCl)N(c1ccccc1)C1CCCCC1	-8	-9	7	0.0
62	CCCC(=O)Nc1ccc(Cl)c(NC(=S)NC(=O)c2ccco2)c1	-6	9	29	0.4
63	CC(=O)Nc1ccc(C(=O)Nc2ccncc2)cc1	-4	-4	-4	1.2
64	COc1cc(/C=C(/C(=O)c2cccs2)c2nc3ccccc3[nH]2)cc(OC)c1O	4	16	38	3.5
65	CN(C)c1ccc(C=C2C(=O)OC(C)(C)OC2=O)cc1	-7	1	-3	0.7
66	Cn1nc(-c2ccccc2)c(N2CCCCC2)cc1=O	-9	6	11	-0.2
67	CC(=O)Nc1ccc(NC(=O)c2cc(-c3ccc(C)cc3O)n[nH]2)cc1	-1	-9	12	0.9
68	COc1ccc(-c2cc(C)no2)cc1S(=O)(=O)N(C)c1cccc(C)c1	-10	0	19	0.3
69	CCc1ccc2c(c1)C(c1ccc([N+](=O)[O-])cc1)=NNC(c1ccccc1)=N2	-1	1	5	-1.0

item	NR3A LBD binder	Gli-Sufu antag	A3A deaminase	EBI2 block
61	2	5	-4	-23
62	-4	-13	3	6
63	-5	36	-4	3
64	-3	-1	5	15
65	0	-5	-4	-15
66	0	3	-1	8
67	30*	2	-3	0
68	3	8	-7	2
69	-4	-11	0	0

# 3 entries from above in a different format.
# Every second line gives: A3G deaminase, CXCR6 block, CCR6 antag, MPTP block, NR3A LBD binder, Gli-Sufu antag, A3A deaminase, EBI2 block
[62] CCCC(=O)Nc1ccc(Cl)c(NC(=S)NC(=O)c2ccco2)c1
 : -6, 9, 29, 0.4, -4, -13, 3, 6
[63] CC(=O)Nc1ccc(C(=O)Nc2ccncc2)cc1
 : -4, -4, -4, 1.2, -5, 36, -4, 3
[64] COc1cc(/C=C(/C(=O)c2cccs2)c2nc3ccccc3[nH]2)cc(OC)c1O
 : 4, 16, 38, 3.5, -3, -1, 5, 15

# Rows are unselected; any-hit rate near 5.8%.
